High-throughput results: PubChem BioAssay, Broad Institute
esBAF inh: Bmi1 luciferase reporter increase in mESCs, primary screen, esBAF inhibitor project, mouse ES cells, Bmi1 luciferase knock-in, single point. 24 h; 100% = twice the neutral-well signal. reporter increase, % at 12.5 µM. 2% of 350,000 active. AID 602393, 2012; in the data active means activation above about 40%; inconclusive means no clear call, values can overlap the other calls;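 further: 0% = median of the plate's neutral control wells and 100% = double that signal; a rise in the Bmi1 reporter signal indicates esBAF inhibition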
SIRT5 inh: SIRT5 desuccinylase inhibitors, primary screen, biochemical, fluorescence imaging, single point, set 5; NAD-dependent protein deacylase sirtuin-5, mitochondrial (Homo sapiens), Q9NXA8; Purified SirT5, succinyl-peptide AMC, trypsin-coupled fluorescence; inhibition, % at 15 µM; 1.1% of 330,000 active; AID 652115, 2013; in the data active means inhibition above about 15%; inconclusive means no clear call, values can overlap the other calls
Target sequence (Q9NXA8 whole entry, looked up): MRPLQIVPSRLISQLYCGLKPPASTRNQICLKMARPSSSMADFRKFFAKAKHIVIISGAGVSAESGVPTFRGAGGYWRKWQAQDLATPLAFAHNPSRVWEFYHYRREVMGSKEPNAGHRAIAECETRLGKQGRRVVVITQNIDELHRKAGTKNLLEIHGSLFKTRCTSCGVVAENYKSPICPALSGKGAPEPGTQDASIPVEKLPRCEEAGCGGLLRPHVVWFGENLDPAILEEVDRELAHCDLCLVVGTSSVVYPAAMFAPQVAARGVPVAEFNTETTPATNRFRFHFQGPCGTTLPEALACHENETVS
Statin myotox sup: suppressors of statin myotoxicity in C2C12 myotubes, primary screen, cell-based, single point, plate reader; C2C12 myotubes + simvastatin, ATP luminescence, 48 h; scaled: DMSO 0, geranylgeraniol control 100; rescue of ATP level, % at 7.49 µM; 0.78% of 330,000 active; AID 602340, 2012;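 active means mean ATP rescue above about 67%, or every replicate alone reaching that limit, limit read from the data, passing the limit was not always enough; inconclusive means no clear call, values can overlap the other calls; inactive means mean under the limit and some replicate under it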;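 further: myotubes were challenged with 10 µM simvastatin during compound exposure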
Cneo AK release: Cryptococcus neoformans cell lysis inducers, primary screen, AK release luminescence, single concentration | C. neoformans lysis, adenylate kinase release luminescence, 4 h; normalised: neutral wells 0, clomiphene wells 100 | lysis activity, % at 15 µM | 0.2% of 360,000 active | AID 651654, 2012;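 active means mean lysis activity across replicates of at least 80%, whatever share of replicates individually reach that level; inactive means mean lysis activity below 80%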
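Assay system: C. neoformans cells. Amount: yeast cell density of 5 × 10^6 cells/mL. Technique: AK luminescence. Buffer or medium: YPD. Times: static 4 h at 37 °C with compound, 1 h detection. Dosing: single-point compound dose. Read-out: lysis from increased AK signal.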
ERp5 block: inhibitors of ERp5-driven insulin aggregation, primary screen, biochemical, turbidity, absorbance 650 nm, single point; Protein disulfide-isomerase A6 (Homo sapiens), Q15084; 90 min; inhibition, % at 9.99 µM; 0.05% of 350,000 active;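 active means mean replicate inhibition above about 25%, with every replicate also reaching it, limit read from the data, passing the limit was not always enough; inconclusive means only one of those two criteria met; inactive means neither criterion met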
Target sequence (Q15084 whole entry, looked up): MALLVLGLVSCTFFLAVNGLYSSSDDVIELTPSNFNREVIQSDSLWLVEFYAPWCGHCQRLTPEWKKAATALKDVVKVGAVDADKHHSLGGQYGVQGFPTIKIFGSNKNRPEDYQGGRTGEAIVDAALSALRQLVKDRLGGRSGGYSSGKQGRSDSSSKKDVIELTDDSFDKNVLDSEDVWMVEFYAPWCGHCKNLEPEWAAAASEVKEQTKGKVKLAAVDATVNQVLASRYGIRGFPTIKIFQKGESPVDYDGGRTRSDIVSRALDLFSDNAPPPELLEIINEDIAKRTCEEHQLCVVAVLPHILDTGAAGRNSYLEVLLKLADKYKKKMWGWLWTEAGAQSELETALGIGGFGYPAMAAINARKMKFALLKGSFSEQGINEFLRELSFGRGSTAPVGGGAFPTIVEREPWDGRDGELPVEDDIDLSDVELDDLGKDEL
ARNT TACC3 PPI: disruptors of ARNT/TACC3 protein interaction, primary screen, biochemical, AlphaScreen, single concentration. 0.66% of 390,000 active. inhibition, % at 9.99 µM. AID 623870, 2012. AlphaScreen His-ARNT PAS-B/GST-TACC3 binding, luminescence; TACC3 fragment carries E629A point mutation. Transforming acidic coiled-coil-containing protein 3 (Homo sapiens), Q9Y6A5;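 active means mean inhibition of replicates at least 50% and at least half of replicates each reaching 50%; inconclusive means half or more replicates reach 50% but mean below 50%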;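 further: 0% = complete ARNT plus TACC3 wells and 100% = ARNT alone without TACC3; many hits fall short of the cut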
miR-122 sensor: miR-122 Renilla sensor signal increase in Huh7, primary screen, miR-122 inhibitor project, cell-based, single point, plate reader; Huh7 miR-122 Renilla luciferase sensor, 48 h; neutral wells = 0, positive control = 100; activation (reporter increase), % at 12.5 µM; 0.3% of 340,000 active;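 active means mean replicate activation score at least 90 and every replicate individually at or above 90; inconclusive means only one of the two criteria met; inactive means neither criterion met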;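 further: higher luciferase means less miR-122 activity so hits act as miR-122 inhibitors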
Active calls of the source: *; ? = inconclusive; . = not tested or not shown; [ ] = dose if it differs, or a comment. Random draw from the library; any-hit rate near 4%.

Sample of the layout (5 entries):
SMILES | esBAF inh | SIRT5 inh | Statin myotox sup | Cneo AK release | ERp5 block | ARNT TACC3 PPI | miR-122 sensor
CC(=O)OCc1nc2sc3c(c2c(=O)[nH]1)CCCC3 | . | . | . | 2 | . | -2 | -3
Cc1ccc(-c2cnc3c(c2)C(=O)N([C@@H](C)CO)C[C@@H](C)[C@@H](CN(C)C(=O)c2cccnc2)O3)cc1 | -1 | 4 | 4 | -1 | -8 | 3 | -7[16.7 µM]
C[C@H](CO)N1C[C@H](C)[C@H](CN(C)C(=O)NC2CCCC2)Oc2ncc(-c3ccccc3F)cc2C1=O | -4 | -2 | -2 | 1 | -7 | -5 | -23[16.7 µM]
Cc1oc(-c2cccc(Cl)c2)nc1CN1CCCC(C(=O)NC(C)c2ccc3c(c2)OCCO3)C1 (stereo unspecified) | -1 | -3 | -57 | 9 | 0 | . | -2
Cc1ccc(/C=C2\S/C(=N/S(=O)(=O)c3cccs3)NC2=O)cc1 | -2 | 11 | -4 | . | -5 | 8 | -4

The whole of this part (from the top)
SMILES | esBAF inh | SIRT5 inh | Statin myotox sup | Cneo AK release | ERp5 block | ARNT TACC3 PPI | miR-122 sensor
CC(=O)OCc1nc2sc3c(c2c(=O)[nH]1)CCCC3 | . | . | . | 2 | . | -2 | -3
Cc1ccc(-c2cnc3c(c2)C(=O)N([C@@H](C)CO)C[C@@H](C)[C@@H](CN(C)C(=O)c2cccnc2)O3)cc1 | -1 | 4 | 4 | -1 | -8 | 3 | -7[16.7 µM]
C[C@H](CO)N1C[C@H](C)[C@H](CN(C)C(=O)NC2CCCC2)Oc2ncc(-c3ccccc3F)cc2C1=O | -4 | -2 | -2 | 1 | -7 | -5 | -23[16.7 µM]
Cc1oc(-c2cccc(Cl)c2)nc1CN1CCCC(C(=O)NC(C)c2ccc3c(c2)OCCO3)C1 (stereo unspecified) | -1 | -3 | -57 | 9 | 0 | . | -2
Cc1ccc(/C=C2\S/C(=N/S(=O)(=O)c3cccs3)NC2=O)cc1 | -2 | 11 | -4 | . | -5 | 8 | -4
Cc1ccc(-n2c(C)nn(CC#N)c2=O)cc1 | -7 | 1 | 4 | -2 | 1 | 37 | 0
Cc1ccc(S(=O)(=O)Nc2ccncc2)c(C)c1 | 1 | -5 | -10 | 1 | 4 | 5 | .
COc1ccc2cc(C(=O)C3CCCN(C(=O)c4sc(C)nc4C)C3)ccc2c1 (stereo unspecified) | 5 | -6 | 10 | -2 | -3 | 7 | .
C[C@H](CO)N1C[C@H](C)[C@@H](CN(C)Cc2ccc(-c3ccccc3)cc2)Oc2ccc(NS(=O)(=O)c3cn(C)cn3)cc2C1=O | -2 | -1 | 32 | 1 | -4 | -4 | -6[16.7 µM]
O=C(C[C@@H]1CC[C@@H]2[C@H](COC[C@H](O)CN2C(=O)c2ccccn2)O1)NC1CCC1 | 3 | 0 | -6 | 1 | -3 | 5 | -1[16.7 µM]
Cc1ccc(SCC(=O)NCCCN2CCOCC2)cc1 | 8 | . | 1 | 1 | . | -13 | 27
CCN(CC)C(=O)c1cc2c(=O)n3cccc(C)c3nc2n1C | 3 | . | -5 | 0 | . | -7 | -5
CCc1ccccc1NC(=O)c1ccccc1Sc1ccc([N+](=O)[O-])cc1Cl | . | -2 | . | . | 4 | -5 | .
CC(=O)Nc1sc(C)c(C)c1C(=O)OCC(=O)N(Cc1ccccc1)C(C)C | -3 | -3 | -28 | 2 | -9 | -24 | -8
CCCc1nc2ccc(Br)cn2c1Cc1cccc(Cl)c1 | 3 | -7 | -19 | 10 | 8 | . | 6
COc1ccc(NC(=O)Nc2ccc3c(c2)CC(=O)N([C@@H](C)CO)C[C@@H](C)[C@H](CN(C)S(=O)(=O)c2cccs2)O3)cc1 | -5 | 4 | -13 | 0 | 7 | . | -9[16.7 µM]
COCCn1c(SCC(=O)Nc2ccc(OC)cc2)nnc1-c1ccoc1C | 7 | -4 | -1 | -1 | 4 | -28 | -4
Cc1ccc(NC(=O)CCn2c(=O)[nH]c3ccsc3c2=O)cc1C | -1 | 0 | 8 | -1 | 3 | -8 | -15
Cc1nn(-c2ccccc2)c2c1P(=O)(O)/C(=C1\N(C)c3ccccc3C1(C)C)C=N2 | -4 | 4 | -12 | -1 | -5 | -2 | .
Cc1c(C(=O)NCC2CCCO2)oc2ccc(S(=O)(=O)N3CCCC3)cc12 (stereo unspecified) | 9 | . | -1 | 10 | . | -2 | 5
COc1ccc(/C(N)=N/OC(=O)CC2CCCCC2)cc1 | ? | 3 | -4 | -3 | 5 | . | -1
COCc1cn(CC[C@H]2CC[C@@H](NC(=O)Nc3ccc4c(c3)OCO4)[C@H](CO)O2)nn1 | -2 | 2 | -3 | 0 | 2 | -16 | .
CNC[C@@H]1OCCCC[C@H](C)Oc2ccc(NC(=O)Nc3ccc(F)cc3)cc2C(=O)N([C@@H](C)CO)C[C@@H]1C | 2 | -1 | 4 | 6 | 3 | 3 | 6[16.7 µM]
Nc1cc(=O)[nH]c(=O)n1CCc1ccccc1 | 2 | 0 | -4 | -2 | 3 | 3 | 13
Cc1ccc(C(=O)OCC(=O)N2CCC(C)CC2)cc1S(=O)(=O)N1CCOCC1 | 4 | -5 | 15 | 1 | -1 | . | -5
Cn1nc(C(C)(C)C)cc1NC(=O)Nc1ccc(F)cc1F | -5 | -1 | -7 | 0 | -6 | -27 | 2
COc1ccc(F)cc1C(=O)C1CCCN(C(=O)c2cccc(N(C)C)c2)C1 (stereo unspecified) | . | -1 | . | . | -1 | 5 | .
CCc1nnc(NC(=O)c2cccnc2SC)s1 | . | 1 | . | . | 1 | -7 | .
CC1(C(=O)NS(=O)(=O)C2CC2)CCN(C(=O)COCc2ccccc2)C1 (stereo unspecified) | 3 | . | -4 | 5 | 3 | . | -4
Cc1ccc(OCc2cc(C(=O)NC(C)Cc3cnccn3)no2)cc1C (stereo unspecified) | . | -12 | . | 0 | 20 | -3 | -3
CC(=O)NCC(=O)N(c1c(C)n(C)n(-c2ccccc2)c1=O)C1(C(=O)NC2CCCC2)CCCCC1 | -4 | . | . | -2 | . | -1 | -1
Cn1nnnc1SCC(=O)Nc1ccc(Oc2ccccc2)cc1 | 10 | . | . | -1 | . | -4 | -24
O=C1[C@H]2[C@@H](c3ccccc3)N[C@]3(CCCN(Cc4ccc(Cl)cc4)C3=O)[C@H]2C(=O)N1Cc1ccccc1 | -8 | 11 | -5 | -2 | 0 | . | 2
COc1ccc(C(=O)N2N=C(c3ccc(NS(C)(=O)=O)cc3)CC2c2cccs2)cc1 (stereo unspecified) | 16 | -2 | -13 | -2 | 2 | 10 | 2
Cc1cc(C)c(S(=O)(=O)N2CCN(S(=O)(=O)N3CCC(C)CC3)CC2)c(C)c1 | 0 | -2 | -1 | 0 | -2 | -6 | 0
CN(C(=O)COC(=O)C1CCN(S(=O)(=O)c2cccs2)CC1)C1CCS(=O)(=O)C1 (stereo unspecified) | -8 | . | -4 | -2 | . | -3 | -4
O=C(C[C@@H]1CC[C@@H]2[C@H](COC[C@H](O)CN2CC2CC2)O1)NCc1ccc(Cl)cc1 | 1 | 0 | 8 | 1 | -2 | 4 | -7[16.7 µM]
C[C@@H]1CN([C@@H](C)CO)C(=O)Cc2cc(NC(=O)Cc3ccccc3)ccc2O[C@H]1CN(C)Cc1ccc(-c2ccccc2)cc1 | -1 | 0 | 18 | -1 | 0 | 34 | -1[16.7 µM]
Cc1ccc(N2CC(C(=O)Nc3cccc(S(=O)(=O)N4CCOCC4)c3)CC2=O)cc1 (stereo unspecified) | -8 | 1 | 7 | -2 | 1 | . | -2
CCOc1ccc(C2CC(c3cccc(C)c3)n3nc(N)nc3N2)cc1 (stereo unspecified) | 1 | . | 8 | -10 | 4 | -4 | .
CC(=O)C1=C(O)C(=O)N(CCc2c[nH]c3ccccc23)C1c1ccccc1 (stereo unspecified) | 4 | . | -4 | . | -7 | 5 | -4
COc1ccc(CC(=O)NCC(=O)NC(Cc2ccccc2)C(=O)O)cc1 (stereo unspecified) | -7 | -6 | 5 | 1 | -7 | -3 | -9
Cc1ccc2c(c1)C(=O)CCCCC(=O)N2 | -1 | 3 | 4 | . | -2 | . | 5
CN(c1ccccc1)S(=O)(=O)c1cccc(C(=O)N2CCN(c3ccccn3)CC2)c1 | -4 | . | -5 | 4 | . | 3 | .
O=C(Nc1ccc2c(c1)OCO2)c1c(F)c(F)c(F)c(F)c1F | -2 | . | 37 | 4 | . | 2 | -3
O=C(O)CCC(=O)Nc1cccc2cccnc12 | . | -2 | . | . | 0 | -1 | .
Cc1ccc(S(=O)(=O)N2C[C@@H](C)[C@]3(C2)[C@H](O)[C@H](OC(=O)NCc2ccco2)C[C@H]2C(=O)N(c4ccccc4)C(=O)[C@H]23)cc1 | -1 | 22* | -2 | -1 | 0 | . | -2
O=C(NC1CCCCCC1)C(=S)N1CCCC1 | . | -2 | . | 1 | 3 | -2 | .
CCN(c1ccccc1)S(=O)(=O)c1ccc(C(=O)N(C)CCc2ccc(OC)c(OC)c2)cc1 | -6 | -2 | -3 | 1 | 0 | . | .
C[C@H](CO)N1C[C@H](C)[C@@H](CN(C)Cc2ccc(-c3ccccc3)cc2)Oc2c(NC(=O)c3cnccn3)cccc2C1=O | 10 | 6 | 27 | 1 | 7 | 15 | 0[16.7 µM]
New compounds follow
SMILES | esBAF inh | SIRT5 inh | Statin myotox sup | Cneo AK release | ERp5 block | ARNT TACC3 PPI | miR-122 sensor
COCC(=O)N(C)C[C@H]1Oc2ncc(C#C[C@@H](C)O)cc2C(=O)N([C@H](C)CO)C[C@@H]1C | 0 | -4 | -9 | 16 | 3 | -7 | -1[16.7 µM]
Nc1c(C(=O)NCCN2CCOCC2)c2nc3ccccc3nc2n1-c1ccccc1 | 6 | . | 28 | 3 | . | -30 | -2
COCC(=O)Nc1ccc2c(c1)OC[C@H](C)N(Cc1ccccc1F)C[C@@H](C)[C@@H](OC)CN(C)C2=O | 2 | 3 | 10 | -1 | -7 | 4 | 27[16.7 µM]
CCCn1nc(C(=O)NC2CCCc3ccccc32)c2ccccc2c1=O (stereo unspecified) | -1 | -1 | -5 | -6 | -3 | -2 | 25
C=CCNC(=S)NCc1ccc(CNC(=S)NCC=C)cc1 | -5 | -4 | 17 | 1 | 2 | 2 | -1
CCCC(=O)Nc1ccc2c(c1)C(=O)N(C)[C@H]1CC[C@H](CC(=O)Nc3ccc(C)cc3)O[C@@H]1CO2 | 9 | -2 | -4 | -6 | 5 | -2 | -3[16.7 µM]
O=C(NCC(O)c1nc2ccccc2[nH]1)c1ccc(Br)cc1 (stereo unspecified) | -1 | -5 | -1 | -17 | -18 | . | -5
CO[C@H]1CN(C)C(=O)c2cc(NS(=O)(=O)CC(F)(F)F)ccc2OC[C@@H](C)N(C(=O)NC(C)C)C[C@@H]1C | -1 | 4 | -14 | -1 | 1 | -1 | .
Cc1ccc(NC(=O)c2ccc3nsnc3c2)c(C)c1 | 38 | -9 | 10 | -1 | 4 | -2 | -7
O=C(C[C@@H]1C[C@@H]2c3cc(NC(=O)C4CCC4)ccc3O[C@@H]2[C@@H](CO)O1)NCCN1CCCCC1 | 2 | 3 | 5 | 4 | -4 | -2 | -8[16.7 µM]
O=c1[nH]c(CS(=O)(=O)c2ccccc2)nc2ccccc12 | 6 | . | 0 | 0 | . | -1 | -1
CCOc1ccc2nc(Cl)sc2c1 | . | -1 | . | . | 5 | 4 | .
Cc1ccc2oc(=O)c3cnn(CC(=O)N4CCCCC4C)c3c2c1 (stereo unspecified) | -7 | 3 | 8 | -1 | 2 | -3 | -5
